Bioassay records deposited in PubChem BioAssay by National Center for Advancing Translational Sciences (NCATS).
Giardia kill: Giardia lamblia killing | Giardia lamblia trophozoite viability | activity change, % at 7.66 µM, hits read low | 0.15% of 340,000 active | AID 540267; in the data active means activity change below about -80%; inconclusive means between about -30% and that limit;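 further: parasites exposed to compound for two days anaerobically before the ATP read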
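Each well holds 100 Giardia trophozoites and compound. After two days (48 hrs) at 37 deg C in anaerobic conditions, ATP is quantified by luminescence.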
PKM2 activator: increases activity of human pyruvate kinase M2 | 0.34% of 260,000 active | AID 1631 | purified PKM2, Kinase-Glo ATP luminescence, activation; response scale: 0% is enzyme alone, no compound | Potency, µM (top dose mostly 57.5 µM), for inactives: at the top dose activation, most hits filed as activators | P14618; further: potency means the concentration at half of the fitted maximal effect; nearly all actives have a fitted effect of over 55% in size
Target sequence (P14618 whole entry, looked up): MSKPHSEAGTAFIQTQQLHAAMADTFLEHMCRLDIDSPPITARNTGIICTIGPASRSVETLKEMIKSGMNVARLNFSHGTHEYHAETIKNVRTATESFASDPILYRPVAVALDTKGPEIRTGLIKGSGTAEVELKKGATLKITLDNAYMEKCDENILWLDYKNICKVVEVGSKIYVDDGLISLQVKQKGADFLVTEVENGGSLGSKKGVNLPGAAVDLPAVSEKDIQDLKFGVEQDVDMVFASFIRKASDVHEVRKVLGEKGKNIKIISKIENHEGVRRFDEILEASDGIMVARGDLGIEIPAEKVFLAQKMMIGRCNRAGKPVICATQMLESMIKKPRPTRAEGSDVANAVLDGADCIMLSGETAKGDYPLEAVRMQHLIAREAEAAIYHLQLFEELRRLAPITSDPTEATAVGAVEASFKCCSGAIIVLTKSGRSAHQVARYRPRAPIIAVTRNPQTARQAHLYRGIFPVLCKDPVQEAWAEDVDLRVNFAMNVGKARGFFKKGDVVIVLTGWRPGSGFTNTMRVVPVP
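Purified hPK-M2 (>95%) run at intermediate activity with 0.1 mM ADP and 0.5 mM PEP in 50 mM imidazole pH 7.2, KCl, MgCl2; 1 h room temperature. ATP formed read by Kinase-Glo luminescence; normalized to uninhibited and no-enzyme controls.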
uPA surface inh: inhibitors of cell surface uPA generation; cell surface uPA generation assay, qHTS; Potency, µM (highest dose often 38.3 µM), for inactives: top-dose activity change, negative = inhibition, most hits filed as inhibitors; 0.31% of 330,000 active; AID 540303; active means well fitted inhibition curve with a large enough effect; inconclusive means small, poorly fitted or top-dose-only effect; inactive means no such curve, though single readings can be large or run the other way; tested in mouse RAW 264.7 cells; further: potency means the concentration at half of the fitted maximal effect; nearly all actives have a fitted effect of over 55% in size
Eya2 phos inh: Eya2 (human) phosphatase inhibition; O00167; recombinant Eya2, OMFP fluorescence dephosphorylation (OMFP is methylfluorescein phosphate); Potency, µM (highest dose often 76.9 µM), for inactives: at the top dose activity, negative = inhibition, usual class: inhibitors; 0.006% of 330,000 active; further: potency means the concentration at half of the fitted maximal effect
Target sequence (O00167 whole entry, looked up): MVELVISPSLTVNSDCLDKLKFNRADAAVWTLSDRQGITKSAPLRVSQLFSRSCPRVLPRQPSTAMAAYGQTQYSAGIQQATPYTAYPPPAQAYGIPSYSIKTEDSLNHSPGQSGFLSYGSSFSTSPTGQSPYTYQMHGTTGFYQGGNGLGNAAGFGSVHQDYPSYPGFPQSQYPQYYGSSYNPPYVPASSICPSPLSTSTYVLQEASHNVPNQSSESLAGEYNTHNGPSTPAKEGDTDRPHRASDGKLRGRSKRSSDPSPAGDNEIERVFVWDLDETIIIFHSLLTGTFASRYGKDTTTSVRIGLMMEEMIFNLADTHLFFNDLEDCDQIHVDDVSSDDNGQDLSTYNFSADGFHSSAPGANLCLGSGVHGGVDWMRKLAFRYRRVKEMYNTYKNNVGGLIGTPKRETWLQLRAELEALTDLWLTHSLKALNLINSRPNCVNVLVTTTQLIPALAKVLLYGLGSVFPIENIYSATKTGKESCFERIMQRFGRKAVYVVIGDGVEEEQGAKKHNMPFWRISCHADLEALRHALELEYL
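Eya2 (0.2 uM) preincubated 10 min at ambient with compound, then OMFP substrate added at 50 uM; 10 min reaction in 50 mM HEPES pH 7.5, 50 mM NaCl, 5 uM MgCl2, 0.05% BSA, 1 mM DTT. Fluorescence read at Ex 485/Em 525 nm.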
GALK inhibitor: galactokinase (human) inhibition | P51570 | Purified GALK, Kinase-Glo residual ATP luminescence | Potency, µM (doses to about 57.5 µM), for the others: at the highest dose activity change, negative = inhibition, hits mostly inhibitors | 0.007% of 270,000 active | AID 1868; further: potency means the concentration at half of the fitted maximal effect
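Human GALK (5 nM) with 35 uM ATP and 100 uM galactose in 20 mM HEPES pH 8.0, 5 mM MgCl2, 60 mM NaCl, 1 mM DTT, 0.01% BSA. After 1 h at room temperature, leftover ATP was read by Kinase-Glo Plus luminescence.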
USP2a block: inhibitors of human ubiquitin-specific protease USP2a; USP2 core, Ub-CHOP2 coupled fluorogenic reporter, 485/531; Potency, µM (doses to about 38.3 µM), for the others: at the highest dose activity change, negative = inhibition, actives largely listed as inhibitors; O75604; 0.01% of 330,000 active;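 further: potency means the concentration at half of the fitted maximal effect; plate controls were DMSO wells for no effect and full inhibition by NEM control for full effect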
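USP2 core (10nM final) preincubated 30min RT with compound in 20mM Tris-HCl pH 8.0, 2mM CaCl2, 2mM beta-mercaptoethanol, 0.05% CHAPS; 25nM Ub-CHOP2 plus 25nM reporter substrate added, fluorescence (Ex485/Em531) read after 60min.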
Chronic BCR inh: blocks chronic active B-cell receptor signaling; AID 493014; Potency, µM (titrated, usually from 46.1 µM), without a hit: at the highest dose ratio change, negative = lower green/red ratio, most hits filed as inhibitors; 0.05% of 340,000 active; ABC-DLBCL IkBa-CBG/CBR reporter, luminescence ratio, 4 h; active means well fitted inhibition curve with a large enough effect in the signal ratio, with a control signal flat, not every such curve was filed as active; inconclusive means small, poorly fitted or top-dose-only effect, or effect the other way, or a change in a side signal; the % refers to the signal ratio;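 further: potency means the concentration at half of the fitted maximal effect; plate controls were basal doxycycline-induced cells for no effect and cells given 10 µM MG132 for full effect; MG132 reads +100%, hits lower the ratio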
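Compounds up to 46 uM were incubated four hours with TMD8 cells whose green CBG68 luciferase is fused to IkappaBalpha; red CBR luminescence normalised the signal, and concentration-effect curves were fitted to fusion, red and ratio data.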
KCNH2 3.1 block: KCNH2 3.1 (human) potassium channel inhibition | 0.95% of 340,000 active | activity change, % (tested at about 1.8 µM) | U2OS KCNH2 3.1, thallium flux FluxOr; stronger effect = lower value;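 active means maximum activity change below -70%; inconclusive means maximum activity change from -70% to -50%; inactive means maximum activity change above -50%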;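 further: thallium influx rate constant from kinetic fluorescence after stimulation buffer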
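Channel expression came from 3.1 mutant virus (1.77 x 10^8 /mL) applied to suspended U2OS cells for 4 h. Flux was tracked with FluxOr dye plus Red40 quencher, and kinetic rate constants normalized to controls.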
KCNH2 WT inh: blocks the wildtype human KCNH2 potassium channel | U2OS, BacMam KCNH2, thallium flux FluxOr; stronger effect = lower value | activity change, % at 1.84 µM | 0.37% of 340,000 active;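 active means maximum activity change below -70%; inconclusive means maximum activity change between -70% and -50%; inactive means maximum activity change above -50%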
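U2OS cells were transduced with wild-type KCNH2 virus (2.03 x 10^8 / mL) for 4 h at room temperature, then cultured overnight at 37 C. Thallium flux was read with FluxOr dye. Rate constants were normalized to DMSO controls.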
B2AR arrestin: beta2AR (human) beta-arrestin recruitment activity | P07550 | beta-arrestin recruitment to beta2AR, cell-based reporter | Potency, µM (series often up to 46.1 µM), without a hit: at the top dose activation, usual class: activators | 0.02% of 330,000 active | AID 492947;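 further: potency means the concentration at half of the fitted maximal effect; 0% = DMSO controls and full agonism = EC100 isoproterenol or metaproterenol; nearly all actives have a fitted effect of over 65% in size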
Coupling enz: coupling enzyme interference in Giardia aldolase counter-screen | coupling enzyme system counterscreen, AmpLite Red fluorescence | activity change, negative = inhibition, % at 58.2 µM, hits read low | 0.67% of 290,000 active; in the data active means activity change below about -30%
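Counterscreen lacking aldolase: glyceraldehyde-3-phosphate coupling-enzyme reagent preincubated 10 min at RT with compound (at 57.5 uM final), then substrate/coupling system with AmpLite Red added; fluorescence read at 525/598 nm after 20 min RT.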
Active calls of the source: *; u = inconclusive; x = no result given; [ ] = dose if it differs, or a comment. Unless noted, the call rests on the fitted dose curve; in most records, active means well fitted curve in the direction sought with a large enough effect; inconclusive means small, poorly fitted or top-dose-only effect, or another doubt; inactive means no such curve, though single readings can be large; an effect the other way counts as inactive or inconclusive. Unless noted, on the % scale 0 is the no-effect control and ±100 the full control effect.

Structure	Eya2 phos inh	KCNH2 WT inh	Giardia kill	PKM2 activator	GALK inhibitor	Chronic BCR inh	KCNH2 3.1 block	B2AR arrestin	USP2a block	uPA surface inh	Coupling enz
Cc1ccc(NC(=O)c2ccc(OC(F)(F)F)cc2)cc1S(=O)(=O)N(C)C	-11%	1	9	-2%	-2%	-12%	-19	0.5%	3%	-3%	-4
O=C(Cc1sc(-c2ccccc2)nc1-c1ccccc1)Nc1ccc(Cl)cc1	6%	-4	24	-4%	4%	-16%	-33	0.0%	0%	6%	7
CC(=O)OC[C@H]1O[C@@H](O[C@H]2C[C@]3(C)C(C[C@@H](O)C4C([C@]5(C)CC[C@@H](C(C)(C)O)O5)CC[C@]43C)[C@@]3(C)CC[C@H](O)C(C)(C)C23)[C@H](O[C@@H]2O[C@@H](C)[C@H](O)[C@@H](O)[C@H]2O)[C@@H](O)[C@@H]1O (stereo not given in full)	-2%	0	-11	x	x	-1%	2	0.0%	6%	3%	x
CCCNC(=O)CSc1nc(Cc2ccccc2)nc2ccccc12	3%	-7	-16	-2%[11.5 µM]	-4%	-3%	-2	-0.4%	5%	-22%	4
CC(C)(C)c1nnc(NC(=O)C2CC(=O)N(CCc3ccc(F)cc3)C2)s1 (stereo not given)	-4%	-19	4	-4%	5%	-8%	5	-0.6%	0%	-10%	4
CCOc1ccc(N2C(=O)CNC2=S)cc1	-15%	-19	-4	-4%	1%	-13%	6	-0.4%	-2%	3%	0
CN1C[N+]([O-])=C(c2ccccc2)C1(C)C	11%[15.4 µM]	-1	-17	-3%	-3%	-3%	-5	0.0%	2%	5%	0
O=C(Nc1ccccc1Cl)Nc1ccnn1C1CCN(C(=O)c2cscn2)CC1	3%	3	-5	-3%	-3%	1%	x	-0.6%	-1%	4%	x
CC(C(=O)N(C)C1CCS(=O)(=O)C1)N1C(=O)/C(=C/c2ccc(F)cc2)SC1=S (stereo not given)	2%	-20	29	x	-10%	u	-17	-0.5%	0%	u	x
O=C(Cc1ccc(F)cc1)OCC(=O)N1CCN(S(=O)(=O)c2ccc(Cl)cc2)CC1	3%	6	-2	x	x	3%	u	-2.7%	0%	1%	x
CC1CCCCN1C(=O)C12CCC(C)(/C(=N/O)C1)C2(C)C (stereo not given)	15%	4	-11	-4%	1%	11%	3	-0.1%	-1%	1%	1
O=C(Cc1c(F)cccc1Cl)N1CCCC1	9%	2	-15	-8%	-1%	2%	-6	0.2%	2%	3%	3
Cc1ccc(S(=O)(=O)N2CCCCC2C)cc1[N+](=O)[O-] (stereo not given)	3%	-5	-2	-5%[11.5 µM]	0%	1%	-9	-0.1%	-1%	-3%	2
O=C(NCc1ccc2c(c1)OCO2)c1ccc(Cl)s1	-7%	7	-5	6%	2%	0%	3	-0.3%	0%	1%	-3
CS(=O)(=O)N(CC(=O)Nc1ccccc1C(=O)N1CCOCC1)c1cccc([N+](=O)[O-])c1	1%	-2	-7	-25%	3%	1%	4	-0.7%	2%	-3%	x
Cc1ccccc1N(C(=O)Cc1cccs1)C(C(=O)NCC1CCCO1)c1cccnc1 (stereo not given)	1%	-5	7	12%	x	-3%	8	0.0%	-1%	8%	2
COCC(=O)NCc1nc2ccccc2[nH]1	2%	-6	-20	0%	4%	-7%	25	-0.2%	0%	3%	0
COc1ccc(C2C(C(=O)c3ccco3)=C(O)C(=O)N2c2nnc(C)s2)cc1OC (stereo not given)	0%	0	-14	18%	6%	-1%	0	-0.1%	2%	1%	9
Cc1cccc(C(=O)NNC(=O)c2ccccc2C)c1	2%	-7	-27	1%	5%	u	0	-0.2%	4%	2%	6
CCOc1cc(/C=N/NC(=O)C(=O)N2CCCC2)ccc1O	-2%	3	-20	7%	1%	-21%	-2	0.0%	1%	5%	1
COc1cc(OC)cc(C(=O)O/N=C(\N)c2ccncc2)c1	6%	4	0	-15%	x	u	-33	0.9%	3%	-2%	0
CCCOC(=O)Nc1cccc(C(C)=O)c1	-2%	10	21	4%	-2%	u	14	-0.1%	-2%	1%	0
COc1ccc(/C=C2\Sc3ccc(C(=O)NCC4CCCO4)cc3N(C)C2=O)cc1 (stereo not given)	-12%	-2	-3	-3%[0.46 µM]	0%	u	11	0.0%	1%	-7%	-1
CC(C)C(OC(=O)c1nsc(Cl)c1Cl)C(=O)NCc1ccccc1 (stereo not given)	-11%	-10	9	3%	4%	0%	13	0.1%	2%	2%	3
CCCc1ncc(C(O)(c2ccccc2)c2ccccc2)n1C	-19%	13	34[activator]	9%	0%	-1%	-9	0.1%	1%	1%	2
COC(=O)CSc1nnc(-c2ccc(S(=O)(=O)NCc3ccccc3Cl)cc2)o1	4%	3	2	4%	0%	0%	-7	-0.3%	0%	-1%	0
CC(=O)OCCN(CCOC(C)=O)c1c(C)[nH]c(=O)[nH]c1=O	2%	-5	-3	-17%	0%	2%	-14	0.3%	-2%	9%	1
CCOC(=O)N1CCC(NC(=O)c2cc(C(=O)Nc3ccc(OCC)cc3)ccc2CO)CC1	-12%	3	-5	2%	2%	-1%	-4	0.0%	4%	-5%	0
CCC(C)(C)C1CCC(=NNC(=S)Nc2ccccc2)CC1 (stereo not given)	1%	13	16	3%	1%	u	-9	-0.3%	7%	0%	2
CN1CCCC(OC(=O)c2ccc(C(C)(C)C)cc2)C1 (stereo not given)	-4%	1	-20	-1%	5%	4%	-1	-1.2%	-1%	-3%	3

3 structures from above, ordered by length of the SMILES, largest number first:
Structure	Eya2 phos inh	KCNH2 WT inh	Giardia kill	PKM2 activator	GALK inhibitor	Chronic BCR inh	KCNH2 3.1 block	B2AR arrestin	USP2a block	uPA surface inh	Coupling enz
CC(=O)OCCN(CCOC(C)=O)c1c(C)[nH]c(=O)[nH]c1=O	2%	-5	-3	-17%	0%	2%	-14	0.3%	-2%	9%	1
Cc1cccc(C(=O)NNC(=O)c2ccccc2C)c1	2%	-7	-27	1%	5%	u	0	-0.2%	4%	2%	6
CCOc1ccc(N2C(=O)CNC2=S)cc1	-15%	-19	-4	-4%	1%	-13%	6	-0.4%	-2%	3%	0

2 compounds drawn at random from the list so far, as already listed:
Structure	Eya2 phos inh	KCNH2 WT inh	Giardia kill	PKM2 activator	GALK inhibitor	Chronic BCR inh	KCNH2 3.1 block	B2AR arrestin	USP2a block	uPA surface inh	Coupling enz
CC(C)C(OC(=O)c1nsc(Cl)c1Cl)C(=O)NCc1ccccc1 (stereo not given)	-11%	-10	9	3%	4%	0%	13	0.1%	2%	2%	3
CCCc1ncc(C(O)(c2ccccc2)c2ccccc2)n1C	-19%	13	34[activator]	9%	0%	-1%	-9	0.1%	1%	1%	2

More compounds.
Structure	Eya2 phos inh	KCNH2 WT inh	Giardia kill	PKM2 activator	GALK inhibitor	Chronic BCR inh	KCNH2 3.1 block	B2AR arrestin	USP2a block	uPA surface inh	Coupling enz
COc1cccc(-c2[nH]nc3c2C(c2ccoc2)C(C#N)=C(N)O3)c1 (stereo not given)	4%	-12	-13	2%	0%	6%	10	0.3%	3%	x	-23
Cc1cc(Nc2ccc([N+](=O)[O-])cc2)nc2ccccc12	-6%	-13	-5	0%	-1%	u	-20	0.4%	0%	3%	0
O=C(O)c1ccc(NC(=S)NC(=O)c2ccc(-c3ccc(Br)cc3)o2)cc1	2%	-11	9	0%	-4%	u	29	-0.4%	1%	0%	2
COc1ccc2c(c1)c(C(=O)N/N=C/c1ccc(OC)c(OC)c1)c(C)n2C	-6%	2	-1	-3%	-1%	-16%	-11	0.2%	1%	-1%	1
Cc1nc([N+](=O)[O-])c(N2CCOCC2)n1Cc1ccccc1	u	-2	-9	-14%	0%	u	3	-0.3%	-1%	-6%	-4
COCCNC(=O)c1onc(CSc2ccccc2F)c1C(=O)O	2%	6	20	3%	-3%	u	1	-0.2%	1%	-1%	1
CN(C)CCCn1c(=S)[nH]c2sc3c(c2c1=O)CCCC3	2%	-6	4	x	0%	1%	-11	0.0%	-1%	-1%	1
O=C(NCCc1ccc(Cl)cc1)c1cccc(NC2=NC3CS(=O)(=O)CC3S2)c1 (stereo not given)	1%	-14	1	3%	x	-20%	3	0.0%	0%	7%	3
COc1ccc(C(=O)Nc2ccc(S(=O)(=O)N3CCOCC3)cc2)cc1[N+](=O)[O-]	-10%	2	-9	1%	-1%	-20%	-13	-0.6%	1%	-2%	0
